IL1B NFkB inh = inhibitors of IL-1B driven NFkB p65 nuclear import, primary screen, imaging, HUVEC, IL-1B stimulus, high-content imaging. AID 796, 2007. HUVEC IL-1B NFkB p65 nuclear translocation imaging. hit rate 0.43% among 94,000. inhibition, % at 2 µM;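 active = inhibition above about 30% together with a positive call from visual inspection of the well image, limit read from the data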;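 note: nuclear over cytoplasmic p65 intensity ratio measured by imaging; 0% = IL-1B stimulated DMSO wells and 100% = unstimulated DMSO wells; values of inactives mirror those of a sister screen read the other way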
MRP reversal = reversal of MRP1-mediated doxorubicin resistance, primary screen, H69AR cells, doxorubicin co-treatment; H69AR cells + 2 uM doxorubicin, CellTiter-Glo, 72 h; differential viability (reversal), % at 10 µM; hit rate 0.04% among 85,000;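 active = viability drop by adding the cancer drug above about 55%, with treated viability meeting a 40% cutoff, limit read from the data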;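 note: viability without doxorubicin minus viability with 2 µM doxorubicin for each compound; larger differential means the compound sensitizes cells more to doxorubicin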
Bcl-B displacement = displacers of TR3 peptide from Bcl-B, primary screen, selectivity assay for Bfl-1 inhibitor project, biochemical, fluorescence polarization; Bcl-2-like protein 10 (Homo sapiens); FP displacement of FITC-TR3 peptide from Bcl-B; higher % means a stronger effect; displacement, % at 20 µM; hits with a dose series show IC50 in µM; hit rate 0.11% among 96,000; AID 748, 2007;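 active = displacement above 50% at 20 µM plus a fluorescence interference ratio under 1.5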;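 note: plate controls were wells without compound for no effect and wells lacking Bcl-B protein for full effect; a part of the inactive calls stands beside numbers as strong as those of hits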
IL1B NFkB pot = enhancers of NFkB p65 translocation in HUVEC – imaging, IL-1B stimulus, high-content imaging, primary screen; AID 819, 2007; activation, % at 2 µM; hit rate 0.3% among 94,000; HUVEC IL-1B NFkB p65 nuclear translocation imaging;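 active = activation above 40%, about the mean plus 3 SD, also judged a hit on visual image review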;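 note: percent activation is computed from the nuclear over cytoplasmic p65 intensity ratio; values of inactives mirror those of a sister screen read the other way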
PLAP inhibitors HTS = PLAP enzyme inhibitors, biochemical, luminescence, HTS (AID 690). Alkaline phosphatase, placental type (Homo sapiens). purified PLAP, luminescent substrate; higher % means a stronger effect. one-dose inhibition, % at 20 µM; IC50 in µM for titrated hits. hit rate 0.08% among 96,000; in the data active = a potency from the dose series; inactive = the rest, 99 in 100 with inhibition below about 30%; note: strong numbers were not always called active
MRP reversal cytotoxicity = further read-out of MRP reversal, marked with its call; viability, %; H69AR cells, CellTiter-Glo, 72 h; measured here: cytotoxicity without doxorubicin
MRP reversal with doxorubicin = recorded beside MRP reversal, whose call it bears; viability, %; measured here: viability with 2 uM doxorubicin; hits give low values
IL1B NFkB inh cell count 2 µM = recorded beside IL1B NFkB inh, whose call it bears; cell count; measured here: cells passing quality filter;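 raw number of nuclei counted in each imaged well without normalization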
IL1B NFkB pot cell count 2 µM = further read-out of IL1B NFkB pot, marked with its call; cell count; measured here: cells passing quality filter
An asterisk follows results filed as active; nt = not tested or not shown. The list is partial, so the mix of outcomes need not match the whole.

The opening four entries (preview)
SMILES	IL1B NFkB inh	IL1B NFkB inh cell count 2 µM	MRP reversal	MRP reversal cytotoxicity	MRP reversal with doxorubicin	Bcl-B displacement	IL1B NFkB pot	IL1B NFkB pot cell count 2 µM	PLAP inhibitors HTS
Cc1cc(C)c2c(c1)/C(=N/NS(=O)(=O)c1ccc(Br)cc1)CCC2	-5	163	nt	nt	nt	-4%	5	163	-24%
CCOC(=O)C1C(C)=CC(=O)CC1c1ccco1 (configuration not stated)	16	139	16	100	85	5%	-16	139	7%
CCOC(=O)C(=CNc1cc(C)nn1-c1ccccc1)C(=O)OCC	-10	144	-18	65	83	0%	10	144	-27%
CCCCN1C(=O)C(NC(C)=O)c2cc(Br)ccc21 (configuration not stated)	-7	112	-31	24	55	-8%	7	112	-50%

The list itself, from the first entry:
SMILES	IL1B NFkB inh	IL1B NFkB inh cell count 2 µM	MRP reversal	MRP reversal cytotoxicity	MRP reversal with doxorubicin	Bcl-B displacement	IL1B NFkB pot	IL1B NFkB pot cell count 2 µM	PLAP inhibitors HTS
Cc1cc(C)c2c(c1)/C(=N/NS(=O)(=O)c1ccc(Br)cc1)CCC2	-5	163	nt	nt	nt	-4%	5	163	-24%
CCOC(=O)C1C(C)=CC(=O)CC1c1ccco1 (configuration not stated)	16	139	16	100	85	5%	-16	139	7%
CCOC(=O)C(=CNc1cc(C)nn1-c1ccccc1)C(=O)OCC	-10	144	-18	65	83	0%	10	144	-27%
CCCCN1C(=O)C(NC(C)=O)c2cc(Br)ccc21 (configuration not stated)	-7	112	-31	24	55	-8%	7	112	-50%
Cc1nc2ncnn2c(C)c1CCC(=O)N1CC(C)CC(C)C1 (configuration not stated)	nt	nt	9	99	90	-5%	nt	nt	31%
Nc1c(S(=O)(=O)c2cccs2)c2nc3ccccc3nc2n1CCc1ccccc1	-20	162	nt	nt	nt	-12%	20	162	1%
COc1cccc(/C=C/C(=O)c2c(O)cc(C)oc2=O)c1O	-7	146	-3	4	7	1%	7	146	16%
Cc1sc2nc(SCc3nc4ccccc4[nH]3)n(Cc3ccco3)c(=O)c2c1C	-11	169	3	97	94	-9%	11	169	-15%
O=C(COc1ccc(Cl)cc1)Nc1ccc(C(=O)NCc2cccnc2)cc1	10	104	nt	nt	nt	-9%	-10	104	21%
Cc1ccc(-c2nnn(CC(=O)N(CC(=O)NCc3ccccc3)c3cccc(C)c3C)n2)o1	-30	125	17	99	82	-6%	30	125	-53%
CC1(C)Oc2ccc3ccc(=O)oc3c2-c2cn[nH]c21	0	177	3	69	66	-2%	0	177	14%
O=S(=O)(NCc1ccccc1)c1cccc2nonc12	-2	63	22	109	87	-7%	3	63	12%
CCCC(N)CCCCCC(=O)O (configuration not stated)	-23	182	0	101	101	-1%	23	182	15%
CC1CCN(CC(C)CNC(=O)c2cc(-c3ccccn3)nc3ccccc23)CC1 (configuration not stated)	20	134	2	73	71	0%	-20	134	-27%
CCOCCCn1c(=S)[nH]c2cc(C(=O)N3CCOCC3)ccc2c1=O	-4	127	10	94	84	-14%	4	127	-1%
O=C(NCc1cccs1)C1CC(=O)N(C2CCCC2)C1 (configuration not stated)	7	143	-8	97	105	0%	-7	143	15%
CCN(CC)C(=O)CSc1nsc(SCC(=O)N(CC)CC)c1C#N	-18	130	5	89	84	-6%	18	130	22%
CC1CCCCC1NC(=O)COc1ccc(-n2cnnn2)cc1 (configuration not stated)	-13	150	12	96	84	5%	13	150	10%
CCn1c(SCc2ccc(OC)cc2)nnc1-c1ccncc1	-2	170	10	92	83	-4%	1	170	-3%
Cc1sc2ncn(CC(=O)NCc3ccccn3)c(=O)c2c1S(=O)(=O)N1CCOCC1	-19	137	4	98	94	nt	19	137	nt
O=C(CC1CC2CCC1C2)OCC(=O)c1c[nH]c2ccccc12 (configuration not stated)	-26	178	-11	71	81	-9%	26	178	6%
CCCCOc1ccc(C(=O)NCCCC(=O)N2CCCCC2)cc1	-23	91	-3	84	87	-2%	23	91	-41%
C=CCc1c(C)nc2c(C(=O)O)cnn2c1C	11	110	33	104	72	1%	-11	110	4%
CCOC(=O)c1cn(CC(=O)Nc2ccc(C)cc2)nn1	7	136	8	101	94	1%	-7	136	-5%
O=C(COc1cccc(-n2cnnn2)c1)Nc1ccccc1	1	94	19	98	79	nt	-1	94	nt
CCN(CC)CCCNc1nc2cc(OC)c(OC)cc2c2nc(-c3cccnc3)nn12	-12	154	-13	65	77	-10%	12	154	-52%
O=c1c2ccccc2sn1-c1ccccc1	-14	209	nt	nt	nt	9%	14	209	-3%
CCOC(=O)Cc1csc(NC(=O)c2c(-c3c(Cl)cccc3Cl)noc2C)n1	-7	161	-2	76	78	-6%	7	161	-7%
O=C(N/N=C\c1ccc(COc2ccc([N+](=O)[O-])cc2)o1)c1ccc(Cl)cc1	2	156	nt	nt	nt	-10%	-2	156	-3%
Cc1cc(N2CCC(C)CC2)nc(-n2nc(C)cc2C)n1	-1	146	0	2	2	0%	1	146	-29%
CCN1CCCC1CNC(=O)CN1C(=O)COc2ccc(C)cc21 (configuration not stated)	nt	nt	4	97	94	-2%	nt	nt	-14%
COc1ccc(/C=C/C(=O)NCc2cnn(C)c2C)cc1COc1ccc(Br)cc1	4	138	nt	nt	nt	-5%	-4	138	-38%
COC(=O)c1c(C(=O)OC)c(-c2ccc(C)cc2)n2c1CS(=O)C2 (configuration not stated)	-7	156	11	90	79	2%	7	156	31%
Cc1cccc(NC(=O)NCC(c2cccnc2)N2CCOCC2)c1 (configuration not stated)	7	74	3	84	81	-11%	-6	74	12%
O=C(Nn1c(=S)[nH]c2ccccc2c1=O)c1ccncc1	-9	100	-4	95	98	0%	9	100	-2%
O=C(CCc1c[nH]c2ccccc12)NCc1ccc2c(c1)OCO2	3	172	0	91	91	-7%	-3	172	14%
N/C(Cc1cccs1)=N\OC(=O)COc1ccccc1	-12	199	3	92	89	13%	12	199	10%
NS(=O)(=O)c1ccc(NC(=O)CCC2CCCCC2)cc1	-13	144	13	115	102	-4%	13	144	3%
O=C(CN(C(=O)CCC(=O)Nc1nccs1)c1ccc2c(c1)OCO2)NCC1CCCO1 (configuration not stated)	-6	110	1	101	99	-3%	6	110	-2%
CCn1c(SCC(=O)Nc2cccc(C)n2)nnc1-c1ccco1	-5	165	6	94	88	-2%	5	165	13%
Cc1cc(C(=O)NCCCc2ccccc2)no1	10	109	21	104	82	8%	-10	109	10%
O=C(NC12CC3CC(CC(C3)C1)C2)N1CCC(O)CC1	-13	129	-1	97	98	-11%	13	129	2%
COc1ccc(N(Cc2cc3cc(OC)ccc3[nH]c2=O)S(C)(=O)=O)cc1	-6	141	1	76	75	9%	6	141	1%
COc1ccc(OC)c(C2C(C(=O)c3cc4ccccc4o3)=C(O)C(=O)N2c2cc(C)on2)c1 (configuration not stated)	-1	180	-6	87	94	-11%	1	180	-31%
COC(=O)c1cccc(NC(=O)/C(=C\c2ccccc2)NC(=O)c2ccccc2Cl)c1	-1	129	nt	nt	nt	13%	1	129	-4%
CCOC(=O)CSc1nnc([C@H](CC(C)C)NC(=O)OC(C)(C)C)o1	-29	115	7	96	89	nt	29	115	nt
CCc1ccc2[nH]c(=O)c(C(c3nnnn3Cc3ccc(OC)cc3)N3CCOCC3)cc2c1 (configuration not stated)	-5	153	8	87	79	-2%	5	153	-54%
N#CC(C(=O)NC1CC1)c1nc2ccccc2nc1N1CCN(C/C=C/c2ccccc2)CC1 (configuration not stated)	-6	130	-2	94	97	50%	6	130	-44%
CO/N=C(\c1nonc1N)N1CCN(c2ccc([N+](=O)[O-])cc2Cl)CC1	4	93	nt	nt	nt	6%	-4	93	-11%
O=C(NCc1ccccc1)c1ccc2nc(-c3ccco3)c(-c3ccco3)nc2c1	8	160	5	63	57	30%	-8	160	-45%
Clc1ccc(-c2nnc3n2CCCC3)cc1	-7	178	nt	nt	nt	-6%	7	178	-9%
Cc1n[nH]c(C)c1S(=O)(=O)N1CCc2ccccc21	-12	177	-10	80	90	5%	11	177	-46%
Cn1cnnc1Sc1nc2c(c(=O)n(C)c(=O)n2C)n1C	-17	155	-9	89	98	nt	17	155	nt
CCOC(=O)c1cc(C#N)c(Oc2ccc(F)cc2)nc1-c1ccccc1	3	130	nt	nt	nt	2%	-3	130	-48%
Cc1ccc(P(C)(=O)c2ccc(C)cc2)cc1	-13	175	9	95	86	-2%	13	175	8%
Cc1ccc(C)c2[nH]c(=O)c(C(c3nnnn3Cc3ccccc3)N3CCc4ccccc4C3)cc12 (configuration not stated)	-5	206	0	81	81	-98%	5	206	-64%
CSc1nnc(-c2ccncc2)n1CCCN1CCCC1=O	-5	125	6	89	83	8%	5	125	17%
Cc1ccc(-c2nnc(SCC(=O)Nc3ccccc3N3CCOCC3)o2)cc1	-2	119	7	95	88	-10%	2	119	-26%
CCCCCC(C(=O)O)C(C)CC(=O)NC1CCCCC1 (configuration not stated)	-5	197	-7	96	103	-5%	5	197	1%
O=S(=O)(c1cccc2cccnc12)N1CCc2ccccc21	-7	76	18	97	80	-16%	7	76	1%

Other records.
SMILES	IL1B NFkB inh	IL1B NFkB inh cell count 2 µM	MRP reversal	MRP reversal cytotoxicity	MRP reversal with doxorubicin	Bcl-B displacement	IL1B NFkB pot	IL1B NFkB pot cell count 2 µM	PLAP inhibitors HTS
O=C(NCCOC(=O)c1ccc(C(=O)OCCNC(=O)c2ccccc2)o1)c1ccccc1	0	173	19	100	82	-4%	0	173	11%
Cc1sc2nc(C(C)Nc3ccccc3N3CCOCC3)[nH]c(=O)c2c1C (configuration not stated)	5	86	-31	49	80	-87%	-5	86	-18%
c1ccc(COc2ccc(Nc3ncnc4nc[nH]c34)cc2)cc1	-8	200	4	76	72	-3%	8	200	-127%
COc1cc(C)nc(N2CCC(C(=O)NC3CCCCC3)CC2)n1	4	55	7	89	82	-1%	-4	55	-7%
COC(=O)c1ccc(=O)n(Cc2ccc3c(c2)OCO3)c1	-11	116	21	99	78	6%	11	116	1%
COc1ccccc1NS(=O)(=O)c1cc(Cl)ccc1OC	nt	nt	0	103	103	-2%	nt	nt	-24%
CCOC(=O)N1CCN(C(=O)C2CCN(S(=O)(=O)c3ccc(Br)s3)CC2)CC1	9	45	6	92	86	2%	-9	45	-60%
CCOC(=O)CSc1nn(C)c(=S)s1	-17	66	-7	94	100	1%	17	66	-6%
COc1ccccc1NC(=O)C1CCCN(c2cc(C)nc3ncnn23)C1 (configuration not stated)	-9	58	1	85	84	nt	9	58	nt
CC(C)NC(=O)c1onc(CSc2ccc(F)cc2)c1C(=O)O	-10	120	nt	nt	nt	-9%	10	120	-4%
CC(=O)c1ccc(N=Cc2c(O)n(-c3cc(Cl)ccc3N3CCOCC3)c(=O)c3ccccc23)cc1	-1	201	-11	86	97	-33%	1	201	-64%
COCCn1c(SCC(=O)NCc2ccco2)nnc1-c1c[nH]c2ccccc12	-2	169	14	91	76	-4%	2	169	-8%
Cc1c(Cl)cccc1NC(=O)c1cc(C2CC2)on1	-13	52	11	95	83	14%	13	52	14%

3 compounds already listed, sorted by the number in Bcl-B displacement, falling.
compound | Bcl-B displacement | IL1B NFkB pot | IL1B NFkB pot cell count 2 µM | PLAP inhibitors HTS
CCn1c(SCC(=O)Nc2cccc(C)n2)nnc1-c1ccco1 | -2% | 5 | 165 | 13%
Cc1ccc(-c2nnc(SCC(=O)Nc3ccccc3N3CCOCC3)o2)cc1 | -10% | 2 | 119 | -26%
COc1ccc(OC)c(C2C(C(=O)c3cc4ccccc4o3)=C(O)C(=O)N2c2cc(C)on2)c1 (configuration not stated) | -11% | 1 | 180 | -31%
